# Pf Dd2 growth – qHTS Primary assay for Inhibitors of Plasmodium falciparum Dd2 growth in vitro; Potency, µM (highest dose often 28.9 µM), inactives show at the top dose activity, negative = inhibition, hits mostly inhibitors; AID 1347417, 2020; 120,000 tested, 4.3% active; P. falciparum Dd2 growth, SYBR Green, 72 h; active = well fitted inhibition curve with a large enough effect; inconclusive = small, poorly fitted or top-dose-only effect; inactive = no such curve, though single readings can be large or run the other way;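 also: plate controls were DMSO vehicle for no effect and reference drug for full effect; nearly all actives have a fitted effect of over 65% in size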
#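 Infected erythrocytes (Dd2, 0.3% parasitemia, 2.5% hematocrit final) are added to compound in RPMI-1640/Albumax II medium, grown 72 h at 37C in low oxygen, then lysed with saponin/Triton-X containing SYBR Green and read by fluorescence.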
# Starred values were filed as active, the others as inactive; i = inactive; ? = inconclusive; [ ] = remark or other dose. Potency is read from the fitted curve at half-maximal effect.
SMILES,Pf Dd2 growth
NC1CCc2nn(CC(=O)N3CCc4ccccc43)c(=O)n2CC1 (stereo unspecified),20%
Cc1ncsc1CN1CCn2c(nnc2[C@@H]2C[C@@H](O)CN2Cc2cccnc2)C1,10%
Cc1ccc(NC(=O)N2CCC(CCNC(=O)CC3CCCC3)CC2)cc1,?
COCc1ccccc1-c1cn(C)c(=O)n2cc(COc3ccc(Cl)cc3)nc12,i
COc1cc(-c2noc(-c3cc(C)[nH]n3)n2)cc(OC)c1OC,52%[activator][5.79 µM]
C=C[C@H]1CN2CC[C@H]1C[C@@H]2CNC(=O)C1CC1,i
O=C(CN1CCCCCCC1)N1CCn2nc(Cc3ccccc3)cc2C1,?
COC[C@H]1C[C@@H](NC(=O)c2cccnc2)[C@H](O)[C@@H]1O,-2%[44.1 µM]
Cc1ccccc1NS(=O)(=O)c1nnc(NC(=O)c2ccccc2C)s1,?
CCCCOC(=O)c1ccc(NC(=O)c2cnc3ccc(C)cn3c2=O)cc1,46%[activator]
COc1cccc2c1ccn2CCC(=O)Nc1ccc2c(c1)C(=O)N1CCC[C@H]1C(=O)N2,-15%
O=C(NCCc1ccccc1)c1ccc2c(c1)OCCN(c1ccccc1)C2,10µM*
CN(C)c1nc(-c2ccccc2)nc2c1CCN(C(=O)C1CCOC1)C2 (stereo unspecified),-16%
COc1ccc(CC2(CO)CCN(c3nccc(N)n3)CC2)cc1,-21%
COc1ccc(C(=O)NC[C@H]2O[C@H](Cc3cc(CN4CCOCC4)on3)CC[C@@H]2O)cc1,-15%
COCCN1CCCCCC(O)c2cc(C(=O)N3CCc4ccccc43)ccc21 (stereo unspecified),i
O=C(NNc1ncnc2c1cnn2-c1ccccc1)c1ccccc1,-18%
CC(=O)N1CCC(N2C[C@@H]3OCC(=O)N(Cc4ccccc4)[C@@H]3C2)CC1,-14%[44.1 µM]
Cc1cc(C)n(-c2nc3ccccc3nc2Nc2cccc(C(=O)NCCc3ccccc3)c2)n1,6%
COC1CCC12CCN(C(=O)C1CCCCC1)CC2 (stereo unspecified),1%
CCC(C)n1c(SCC(=O)Nc2ccccc2C(=O)OC)nc2ccsc2c1=O (stereo unspecified),3%
CCCCS(=O)(=O)N1CCc2n[nH]c(=O)n2CC1,23%
COc1ccc2nc(NC(=O)c3cc(=O)c4cc(C)cc(C)c4o3)sc2c1,24%
COc1ccccc1OCc1cc(C(=O)NCc2cccc(C)c2)n[nH]1,-9%
CC(Sc1nnc2ccc3ccccc3n12)C(=O)Nc1ccc(Cl)cc1 (stereo unspecified),4%
SMILES,Pf Dd2 growth
CC(C)c1noc(C2CCCN(C(=O)C3CCCC3)CCC(=O)NCC2)n1 (stereo unspecified),7%
Clc1ccc(-c2nnc3n2CCN(Cc2cccnc2)C3)cc1,7%
O=C(NCc1cccs1)C1CN(S(=O)(=O)c2cccnc2)CC12CCCCC2 (stereo unspecified),i
C=CCN1CCN(C(=O)C2N(C(C)C)C(=O)C23CCCCC3)CC1 (stereo unspecified),-21%
O=C(NCCCO)C(=O)Nc1c2c(nn1-c1ccccc1)CSC2,3%
Cc1ccc(CNC(=O)c2cc3sccc3n2Cc2ccc(Cl)cc2)cc1,i
COc1cccc(CNC(=O)Nc2ccc3c(c2)N(C)C(=O)c2ccccc2S3)c1,i
O=C(C1CCC1)N1CCN(c2nnc3ccc(Cl)cn23)CC1,i
CC(C)(C)NC(=O)c1oc2ccccc2c1NC(=O)c1ccccc1F,-11%
COCC1CN(Cc2cnn(C(C)C)c2)CC12CCNCC2 (stereo unspecified),?
CC(=O)N1N=C(c2ccc(C)cc2)CC1c1cn(-c2ccccc2)nc1-c1cccs1 (stereo unspecified),-5%
COc1ccccc1CN1CC[C@H](CNC(C)=O)[C@H](N(C)C)C1,-2%
CCOc1ccccc1NC(=O)CN1C(=O)CC(c2ccc(OC)c(OC)c2)Sc2ccccc21 (stereo unspecified),?
Cn1ccc2c(C(=O)NCc3cccnc3)nc(-c3cncnc3)cc21,25%[44.1 µM]
CC1CCN(c2ccc(NC(=O)c3cccc(Cl)c3)cc2C(=O)O)CC1,3%
O=C(NCc1ccccc1)c1ccc2c(c1)N(Cc1cccc(Cl)c1)C(=O)c1ccccc1S2(=O)=O,?
COc1ccc(NC(=O)C2CN(S(=O)(=O)C3CC3)CC23CCCCC3)cc1F (stereo unspecified),?
COc1ccc(Nc2cc(C(=O)NC3CCCC3)c3ccccc3n2)c(OC)c1,-9%
Cc1cnc(C(=O)N(C)C2CCc3nn(CC4CC4)c(=O)n3CC2)cn1 (stereo unspecified),i
CCN(Cc1ccccc1)C(=O)C1CCC(CNS(=O)(=O)c2ccc3c(c2)CCCC(=O)N3)CC1 (stereo unspecified),?
Cc1ncc2c(n1)C[C@@H]1CC[C@H]2N1C(=O)C1CCC1,0%
COCCN1C(=O)CCC2(C(=O)NCCCc3ccccc3)CCCC=C12 (stereo unspecified),i
Cc1c(C(=O)Nc2ccc(Br)cc2F)sc2ncnc(N(C)C3CCCCC3)c12,28%
O=c1c2cn[nH]c2nc(SCc2cccc(Br)c2)n1-c1ccc(Cl)cc1,9%
Cc1ccc(Cl)cc1-n1nnc(-c2nc(-c3ccc4c(c3)OCO4)no2)c1C,-19%
SMILES,Pf Dd2 growth
CN(C)C(=O)c1ccnc(-c2nnc3ccc(NCCN4CCOCC4)nn23)c1,44%[activator][44.1 µM]
COC(=O)c1cc(S(=O)(=O)NCC2CCN(Cc3cccc(F)c3)CC2)c[nH]1,i
COCCn1cnnc1CCNc1cc(C2CC(O)C2)nc(N)n1 (stereo unspecified),-7%
O=C(NCC1CC1)c1csc(N2CCN(c3ccccc3F)CC2)n1,-4%
Cn1ccc2ccc(C(=O)N3CCC(C#N)(c4ccccc4)CC3)cc21,-16%
CCOc1ccccc1NC(=O)CCS(=O)(=O)c1ccc(OC)cc1,25%
CNC(=O)c1cnn2c1CN(C(=O)OC)CC2,-6%[44.1 µM]
Cc1c(F)cccc1NC(=O)N1CCCC(c2noc(COc3ccccc3)n2)C1 (stereo unspecified),-86%
CCn1nc(CC(C)C)cc1C(=O)N(C)Cc1cccc(-n2cccn2)c1,-15%
O=C([C@@H]1C[C@H](Oc2cccnc2)CN1C(=O)Nc1ccccc1F)N1CCOCC1,38%[activator]
CS(=O)(=O)N1CCCC1c1noc(CCC(=O)NC2CCCCCC2)n1 (stereo unspecified),i
COc1ccc2c(c1)c(=O)c(C(=O)c1ccccc1)cn2CC(=O)Nc1ccc2c(c1)OCO2,-19%
O=C(NC[C@@H]1CCN(C(=O)Cc2ccccc2O)C[C@H]1O)C1CCCC1,1%
Cc1ccc(-c2noc([C@@H]3C[C@@H](O)CN3C3CCCCC3)n2)cc1F,?
CN(C)c1ccc(CN2CCCC3(C2)C(=NC2CCCC2)NC(=O)N3c2cc(F)cc(F)c2)cc1 (stereo unspecified),?
O=C(NCc1ccccc1Cl)C1CCCN(c2nc3ccccc3n3cccc23)C1 (stereo unspecified),-29%
COc1ncc(-c2cc3c(nc2OC)nc(CC2CC2)n3C)cn1,?
COc1ccc(N2CCN(S(=O)(=O)c3ccc(OC)c(-c4noc(C)n4)c3)CC2)cc1,-29%
CCOc1ccc(CCNC(=O)c2cc3c(s2)-c2ccccc2OC3)cc1OCC,-8%
CCOc1ccc(C2C(C(=O)Nc3ccccc3)=C(C)Nc3nc(-c4ccccc4)nn32)cc1OC (stereo unspecified),?
CCS(=O)(=O)c1c(S(=O)(=O)CC)c2cc(C(C)(C)C)ccn2c1C(=O)c1ccc(F)cc1,?
COc1ccc(C2=NOC(C(=O)NC(C)C)C2)cc1 (stereo unspecified),-9%
CCc1ccc(N2CC(c3ncon3)CC2=O)cc1 (stereo unspecified),-14%
Cn1c(=O)c2c(c3ccccc31)OC(=O)CC2c1cccc(F)c1 (stereo unspecified),34%[activator]
COc1ccc(NC(=O)C2(C)CCCCC(=O)N2)cc1F (stereo unspecified),-7%
SMILES,Pf Dd2 growth
CCNC(=O)N1CCC(NC(=O)c2cccc(CCC(C)(C)O)c2)CC1,-3%
CCN(CC)C(=O)c1cc2c(s1)CCC(C(=O)NCc1c(C)nn(C)c1C)C2 (stereo unspecified),5%
O=C(NC1CC(=O)N(c2ccc(F)cc2)C1)c1ccc(S(=O)(=O)N2CCCC2)cc1 (stereo unspecified),i
O=C(NC1CCN(c2cc(-c3ccccc3)[nH]n2)C1)c1ccc(F)c(F)c1 (stereo unspecified),-24%
O=C(c1cn(CCOc2ccccc2F)c2ccccc12)C1CCCCC1,-27%
CN(C)c1ccc(CN[C@H]2[C@H](O)[C@@H](N3CCC(Cc4ccccc4)CC3)[C@@H]3OC[C@H]2O3)cc1,?
COc1ccc(C(=O)N2CCC3(CC2)N=C(c2cccc(Br)c2)NO3)cc1,i
CC(=O)N1CCC(N2CCC([C@@H]3CNC[C@H]3CO)CC2)CC1,21%
CCc1cccc(CC)c1NC(=O)c1ccc2c(c1)CCN2S(=O)(=O)c1ccccc1,7%
COc1ccc(-c2nc(CSCC(=O)NCCc3ccccc3)c(C)o2)cc1,?
Cn1nc(-c2ccc(F)cc2)cc1[C@H]1CN2CC[C@H]1C[C@@H]2CNCc1ccccn1,2.8µM*
CC(NC(=O)CN1C(=O)COc2ccc(S(=O)(=O)N3CCCCCC3)cc21)c1ccccc1 (stereo unspecified),21%
O=C(c1ccc(F)cc1)N1CCc2nc(C3CC3)nc(-c3ccc(Cl)cc3)c2C1,?
CC[C@H]1CN(C(=O)C2CC2)CC[C@H]1CC(=O)NCc1ccc2c(c1)OCO2,-28%[44.1 µM]
CCNC(=O)N[C@H]1CC[C@]2(C)CC[C@@H](C(C)C(=O)NC3CCCC3)[C@H](O)[C@H]2[C@@H]1C (stereo partly specified),-1%[44.1 µM]
COc1ccc(-c2nc(C3CC3)nc3c2CN(S(=O)(=O)c2cccc(OC)c2)CC3)cc1,-28%
CCCN1CCc2[nH]cnc2C12CCN(C(=O)c1ccc(CSC)o1)CC2,?
Cc1ccc(-n2nc(-c3c(C)nc4scc(CC(=O)N5CCCC5)n4c3=O)cc2C)cc1,i
O=C([C@H]1C[C@H](Oc2ccccc2)CN1C(=O)NCCc1ccccc1)N1CCOCC1,-24%
CCc1ccccc1NC(=O)c1nc2nc(C)cc(C(F)F)n2n1,27%
COc1cccc(-c2nc3cc4c(cc3cc2CN2CCSCC2)OCO4)c1OC,11µM*
Cc1ccc(NCc2nc3ccccc3n2CCOc2ccccc2)cc1,-19%
CCOC(=O)c1ccc(N2C(=O)c3n[nH]c(-c4ccco4)c3C2c2ccccc2OC)cc1 (stereo unspecified),?
CC(C)C[C@@H]1N[C@H](C(=O)N2CCOCC2)Cc2cn(Cc3ccccn3)c3cccc1c23,?
CC(C)c1noc([C@@H]2Cc3nc[nH]c3CN2C(=O)Nc2ccc(Cl)cc2)n1,i
SMILES,Pf Dd2 growth
CC(=O)N1CCc2cc(S(=O)(=O)CCC(=O)N3CCC(CCOc4ccccc4)C3)ccc21 (stereo unspecified),?
O=C([C@@H]1C[C@H](Oc2cccnc2)CN1C(=O)c1ccncc1)N1CCOCC1,26%
CCC(C)NC(=O)C1COC2(CCN(C(=O)c3ccc(F)cc3)CC2)N1C(=O)c1cccc(OC)c1 (stereo unspecified),i
COc1ccc(NC(=O)N2CC(N(CC(C)C)C3CCOCC3)C2)cc1F,?
Cc1ccc(-n2c(=O)[nH]c3sc4c(c3c2=O)CCNC4)cc1C,35%[activator]
CC1=C[C@@H](CN2C(=O)c3ccccc3C2=O)[C@H](C(C)C)C[C@H]1Cc1nc2ccccc2[nH]1,-32%[44.1 µM]
Cc1nc2c(c(-c3ccc(Cl)cc3)n1)CCN(C(=O)c1ccccc1)CC2,-17%
COc1cccc(CNC(=O)C2CCN(S(=O)(=O)c3ccc4c(ccn4C)c3)CC2)c1,-2%
CCOc1ccc(OCC)c(NS(=O)(=O)c2c(C(=O)N3CCC(C)CC3)c(C)n(C)c2C)c1,8%
Cc1cc(C(F)(F)F)nc(CNc2cc(C)nc3c(C)c(C)nn23)n1,11%
Cc1ccc(S(=O)(=O)n2nc(-c3ccco3)nc2NCc2ccccc2Cl)cc1,1%

# Quoted from above for reference:
SMILES,Pf Dd2 growth
CC(=O)N1CCc2cc(S(=O)(=O)CCC(=O)N3CCC(CCOc4ccccc4)C3)ccc21 (stereo unspecified),?
O=C([C@@H]1C[C@H](Oc2cccnc2)CN1C(=O)c1ccncc1)N1CCOCC1,26%

# Compounds listed so far containing a Cl atom, in the order listed:
SMILES,Pf Dd2 growth
COCc1ccccc1-c1cn(C)c(=O)n2cc(COc3ccc(Cl)cc3)nc12,i
CC(Sc1nnc2ccc3ccccc3n12)C(=O)Nc1ccc(Cl)cc1 (stereo unspecified),4%
Clc1ccc(-c2nnc3n2CCN(Cc2cccnc2)C3)cc1,7%
Cc1ccc(CNC(=O)c2cc3sccc3n2Cc2ccc(Cl)cc2)cc1,i
O=C(C1CCC1)N1CCN(c2nnc3ccc(Cl)cn23)CC1,i
CC1CCN(c2ccc(NC(=O)c3cccc(Cl)c3)cc2C(=O)O)CC1,3%
O=C(NCc1ccccc1)c1ccc2c(c1)N(Cc1cccc(Cl)c1)C(=O)c1ccccc1S2(=O)=O,?
O=c1c2cn[nH]c2nc(SCc2cccc(Br)c2)n1-c1ccc(Cl)cc1,9%
Cc1ccc(Cl)cc1-n1nnc(-c2nc(-c3ccc4c(c3)OCO4)no2)c1C,-19%
O=C(NCc1ccccc1Cl)C1CCCN(c2nc3ccccc3n3cccc23)C1 (stereo unspecified),-29%
O=C(c1ccc(F)cc1)N1CCc2nc(C3CC3)nc(-c3ccc(Cl)cc3)c2C1,?
CC(C)c1noc([C@@H]2Cc3nc[nH]c3CN2C(=O)Nc2ccc(Cl)cc2)n1,i
Cc1nc2c(c(-c3ccc(Cl)cc3)n1)CCN(C(=O)c1ccccc1)CC2,-17%
Cc1ccc(S(=O)(=O)n2nc(-c3ccco3)nc2NCc2ccccc2Cl)cc1,1%

# This is a subset; rates above refer to the full screens.
